# Source: PubChem (several laboratories)
# IEC-6 tox – counter-screen for KLF5 inhibitors: cytotoxicity in IEC-6 cells; IEC-6 cytotoxicity, luminescence viability; inhibition, % at 5 µM; 290,000 tested, 0.78% active; AID 1825; in the data active = inhibition above about 22%;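 also: 0% = plate median of test compound wells and 100% = cytotoxic reference compound wells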
# HDAC3 inhib – human HDAC3 inhibition; inhibition, % at 8.3 µM; recombinant HDAC3, fluorogenic peptide/trypsin coupled, fluorescence; 320,000 tested, 0.15% active; O15379; in the data active = inhibition above about 26%, passing the limit was not always enough
# Target sequence (O15379 whole entry, looked up): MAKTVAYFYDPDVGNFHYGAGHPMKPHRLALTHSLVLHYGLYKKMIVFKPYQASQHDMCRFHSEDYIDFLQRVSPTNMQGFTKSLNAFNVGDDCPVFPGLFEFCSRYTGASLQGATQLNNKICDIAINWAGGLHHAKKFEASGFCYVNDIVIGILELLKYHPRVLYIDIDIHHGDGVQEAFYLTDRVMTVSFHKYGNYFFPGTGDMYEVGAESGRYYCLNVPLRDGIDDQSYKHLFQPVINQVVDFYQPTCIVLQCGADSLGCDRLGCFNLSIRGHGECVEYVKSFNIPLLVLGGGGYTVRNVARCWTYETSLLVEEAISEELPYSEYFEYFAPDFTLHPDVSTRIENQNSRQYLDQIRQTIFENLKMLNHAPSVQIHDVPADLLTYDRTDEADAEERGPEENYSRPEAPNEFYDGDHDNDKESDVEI
# HSP90 refold inh – inhibitors of HSP90 luciferase refolding in rabbit reticulocyte lysate; luciferase refolding luminescence, 3 h; inhibition, % at 5.6 µM; 290,000 tested, 0.91% active;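 active = inhibition above the screen-wide mean plus 3 SD, computed separately per campaign, cut at about 16% in these data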;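 also: 0% = DMSO wells and 100% = 60 µM geldanamycin wells; inhibitors lower the luminescence because luciferase stays unfolded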
# KLF5 inh – kruppel-like factor 5 inhibition; DLD-1 KLF5 promoter-luciferase reporter, luminescence; 290,000 tested, 0.23% active; inhibition, % at 5 µM;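 active = inhibition above a per-plate limit of that plate's mean compound inhibition plus 3 SD, cut at about 60% in these data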;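 also: 0% = DMSO wells and 100% = LY294002 at 200 µM; higher means less KLF5 promoter-driven luciferase light; inactives centre near -14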
# aSyn 5UTR inh – MLPCN primary screen, SNCA 5' untranslated region. alpha-synuclein 5'UTR reporter, inhibitor activity. inhibition, % (tested at 7.5 µM). 300,000 tested, 0.82% active; in the data active = inhibition above about 60%;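 also: H4 neuroglioblastoma cells stably carrying SNCA 5'UTR luciferase fusion; 0% = DMSO wells and 100% = positive control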
# Platelet DG rel – platelet dense granule release activity; human platelet-rich plasma, SFLLRN dense granule ATP release, luminescence; inhibition, %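 (compounds screened at 7.5 µM in platelet-rich plasma)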; 300,000 tested, 0.22% active;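 active = mean replicate score, as percent of positive control, at or above 50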
# AI-2 QS modul – modulates the Vibrio harveyi AI-2 quorum sensing system; Vibrio harveyi JMH597 AI-2 luminescence/OD600 ratio, 9 h; hits give low values; strain lacks LuxN and CqsS sensors; 0 = neutral-control median; activity change, % at 7.5 µM; 300,000 tested, 0.4% active; in the data active = activity change below about -75%, passing the limit was not always enough;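 also: luminescence divided by OD600 gain over 9 h not by final OD600 alone; inactives centre near 13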
# HIF act – HIF pathway transcriptional activation; activation, % at 7.5 µM (by protocol); 300,000 tested, 0.32% active; U2OS HRE-luciferase reporter, luminescence; normalized: DMSO 0%, desferrioxamine 100%;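 active = mean activation of at least 10% of the iron chelator positive control signal, with at least half of replicates also reaching 10%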
# HSF1 inh – HSF1 inhibition; NIH3T3-HGL HSE-luciferase, MG132-induced, luminescence 8 h; hits give low values; activity change, negative = inhibition, % at 7.5 µM (by protocol); 300,000 tested, 0.77% active;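 active = more than half of replicate wells show activity change below -50%, luminescence cut by over half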;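 also: luciferase reports HSF-1 transcriptional activity via heat shock element; 0% = median of DMSO wells and -100% = zero luminescence signal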
# HSF-1 act – increases HSF-1 driven luciferase reporter signal; NIH3T3-HGL HSF-1 luciferase reporter, MG132, 8 h; 100% = twice DMSO control signal; activation, % at 9 µM; 300,000 tested, 1.7% active; AID 504408;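 active = mean replicate activation of at least 50% with a set share of replicates each reaching 50%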;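 also: 0% = median of the neutral control wells and 100% = twice that signal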
# Active calls of the source: *; x = not tested or not shown.
Compound	HSF1 inh	Platelet DG rel	HSF-1 act	HSP90 refold inh	IEC-6 tox	KLF5 inh	HIF act	HDAC3 inhib	aSyn 5UTR inh	AI-2 QS modul
O=C(NC(NCC1CCCO1)C(Cl)(Cl)Cl)c1cccc2ccccc12 (stereo not drawn)	13	3	26	1	-6	1	-0.8	-6	11	-8
CNC(=O)CSc1nnnn1-c1ccc2c(c1)OCCO2	-7	2	9	-4	2	1	1.1	0	1	15
CCCCCCCCCCOC(=O)c1csc2nnsc12	-3	0	4	0	2	-4	-1.2	2	18	7
CCS(=O)(=O)N1CCN(c2ccc([N+](=O)[O-])c(N3CCOCC3)c2)CC1	3	2	4	4	10	11	0.0	2	5	0
CCn1ncc(Br)c1C(=O)Nc1cc(C)ccc1F	-6	-39	2	2	-9	15	0.2	-2	21	11
Cc1ccc(S(=O)(=O)NCCc2ccccc2)cc1	7	2	2	2	-5	-58	1.0	0	3	-36
O=C(CSc1ccccn1)Nc1ccc(Cl)c([N+](=O)[O-])c1	-8	-3	0	1	0	4	-0.1	3	-8	-53
Cc1ccc(NC(=O)CSCC(=O)Nc2ccccc2N2CCCCC2)cc1	2	-2	-4	x	x	x	1.0	2	17	11
CSc1ccc(C#N)cc1NC(=O)c1cccc(Cl)c1	-3	-36	10	-3	1	-34	-0.7	1	36	17
COc1cc(C(=O)NCCSc2ccccc2)cc(OC)c1OC	-2	-8	15	-5	-3	-14	-15	-3	-7	33
CCCCCCSc1nc(O)c(C2OC(=O)c3c2ccc(OC)c3OC)c(=O)n1-c1ccccc1 (stereo not drawn)	-3	8	3	2	-5	-15	0.0	2	10	13
O=C(CCCCCN1C(=O)c2ccccc2C1=O)Nc1ccc(C(=O)O)cc1	28	-4	63*	2	-7	-52	-37	0	2	29
CCn1c(=O)c(CCC(=O)N2CCN(c3ccccn3)CC2)c(C)c2c(C)nn(-c3cccc(C)c3)c21	-3	2	2	-4	4	-1	0.2	-1	-28	14
Cc1cc(C(=O)OCC(=O)NC(C)c2ccccc2)c(C)o1 (stereo not drawn)	0	-3	35	-7	0	-12	-1.1	-1	20	7
CCCCN(CCCC)c1nc(-c2ccncc2)nc2ccccc12	1	-1	6	-1	4	-6	-0.1	1	11	10
CSc1ccc(S(=O)(=O)NCCCOC(C)C)cc1	x	7	x	0	-5	-28	-0.1	4	20	29
CCc1cc(C(=O)N=Nc2c(O)[nH]c3ccc([N+](=O)[O-])cc23)c2ccccc2n1	2	1	-3	-1	8	-26	-0.4	5	12	-2
O=C(COC(=O)CNC(=O)c1ccc(Cl)cc1Cl)NC(=O)NCc1ccccc1	-6	13	7	x	x	x	-0.1	2	-1	-3
O=C1[C@@H]2CSCN2C(=O)CN1Cc1ccc(F)cc1	-4	12	21	8	-4	8	0.0	-6	4	4
COc1cc(/C(C)=N/NC(=S)NC(C)C)cc(OC)c1OC	-5	17	8	6	1	3	-0.2	0	17	19
C=CCn1c(N)cc(=O)nc1SCC(=O)Nc1ccc2ccccc2c1	0	-107	-1	0	8	-42	0.0	-2	20	44
Cc1cccc(NC(=O)c2cc(S(=O)(=O)N(C)c3ccc(F)cc3)ccc2Cl)n1	6	7	18	x	x	x	0.8	0	-9	1
Cc1cccc(-c2nsc(SCC(=O)NCc3ccco3)n2)c1	10	6	10	3	0	-7	2.0	1	-46	15
Cc1ccc(CNc2ncc(-c3ccc4c(c3)OCO4)n2C)cc1	-10	-8	7	-5	-4	2	0.4	1	8	-1
CCc1cccc(CC)c1NC(=S)Nc1ccc2cn[nH]c2c1	-9	-1	-13	-1	1	-27	-0.2	-1	-8	15

# Continued.
Compound	HSF1 inh	Platelet DG rel	HSF-1 act	HSP90 refold inh	IEC-6 tox	KLF5 inh	HIF act	HDAC3 inhib	aSyn 5UTR inh	AI-2 QS modul
O=C(Nc1cccc(-c2nc3ccccc3s2)c1)C1=COCCO1	10	-9	9	-2	-2	-34	0.9	3	-82	17
COc1ccc(CNC(=O)c2cccnc2Sc2ccc(Cl)cc2)cc1	2	-3	-2	-3	-3	-25	-0.1	1	22	49
O=C(Nc1cccc(Cl)c1Cl)c1cc(S(=O)(=O)NCCc2ccccc2)ccc1F	8	4	-1	0	-3	-17	-1.2	0	-58	30
Cc1ccc(C)c(/C(O)=C2/C(=O)C(=O)N(CCN3CCOCC3)C2c2ccco2)c1 (stereo not drawn)	-10	-9	-6	0	-3	-4	-0.2	-3	10	9
Cc1ccccc1CN1C(=O)Nc2ccccc2C(=O)N1C(C)(C)C	-7	-1	10	0	2	-7	-0.7	6	21	17
Cc1nnc2n1NC(c1ccc(Cl)cc1)C(C(=O)N1CCC(C)CC1)S2 (stereo not drawn)	3	10	-2	-1	-2	-40	-0.9	-2	4	18
Cc1ccc(NC(=O)C2(NC(=O)c3ccccn3)CCCCC2)cc1Br	-6	-6	1	1	0	8	-0.2	6	-28	26
COc1ccc(C(=O)Nc2cnc(NC(=O)c3cccs3)cc2C)cc1	5	21	0	4	2	-15	3.0	3	-83	-1
Cc1c(Cl)c([N+](=O)[O-])nn1CC(=O)Nc1c(C)n(C)n(-c2ccccc2)c1=O	4	13	-15	-2	-3	6	-0.1	-2	-11	9
CC(C)CNC(=O)NC1(C(F)(F)F)Oc2ccccc2O1	-5	8	-2	-3	-2	-22	0.6	-1	-23	2
O=C(c1ccc(S(=O)(=O)Nc2ccccc2F)cc1)N1CCC1	-3	2	3	x	x	x	-5.8	-1	-10	10
COc1ccc(Cc2nc3ccc(C(=O)NCC(C)(C)OC)cc3o2)cc1	20	1	29	-7	-15	-94	-4.5	-6	-116	10
O=C(Nc1ccc(F)cc1)NC1CCN(Cc2nnnn2Cc2ccco2)CC1	2	8	-11	0	5	-36	-0.1	-3	-7	17
COc1ccccc1NC(=O)CN(C)S(=O)(=O)c1ccc2c(c1)CCC(=O)N2	-7	-13	1	1	1	-27	-0.8	1	6	-24
CN1CCN(NC(=O)c2cn(-c3ccccc3)nc2-c2cccc(Br)c2)CC1	0	3	-5	-1	-3	-4	-0.7	3	17	18
O=C(COC(=O)CCc1nc2ccccc2s1)Nc1nc(-c2ccccc2)cs1	5	-4	8	-4	-6	1	0.3	10	-84	18
COc1ccccc1C(=O)N1CCN(CCc2ccccc2)CC1	2	-10	15	-1	2	-16	-0.7	-4	-2	40
Cc1ccc(OCC(=O)Nc2ccc3oc(=O)ccc3c2)cc1C	-4	-2	-19	-3	3	-16	-1.2	2	5	-2
Cc1ccc(C(=O)c2cn(-c3ccc(F)c(Cl)c3)nn2)cc1	4	-5	-1	-3	-2	-1	1.8	-6	-53	12
CC(C)C(Nc1ccc(C(F)(F)F)cc1[N+](=O)[O-])C(=O)O (stereo not drawn)	-1	8	1	1	-1	-1	0.1	8	-10	4
OCC(O)CN(c1ccccc1)c1ccccc1 (stereo not drawn)	-5	15	19	3	2	-1	-0.7	1	-11	18
COc1ccc(C2CC(c3ccc(Cl)cc3)n3nc(N)nc3N2)cc1 (stereo not drawn)	-11	-2	2	0	3	-126	-0.2	1	-18	3
O=S(=O)(NCCc1ccncc1)c1ccc(F)cc1	-3	2	-21	2	1	-15	0.1	1	3	3
O=C(c1cc(F)c(F)cc1Cl)N1CCCc2ccccc21	-6	-13	-7	2	-7	-25	-11	-1	15	-8
Cc1ccc(O)c(NC(=O)c2cc(-c3ccccc3)on2)c1	65	7	96*	-8	-3	-137	5.6	15	-254	12

# 2 entries from above, with each value named:
> O=C(COC(=O)CCc1nc2ccccc2s1)Nc1nc(-c2ccccc2)cs1
  HSF1 inh = 5
  Platelet DG rel = -4
  HSF-1 act = 8
  HSP90 refold inh = -4
  IEC-6 tox = -6
  KLF5 inh = 1
  HIF act = 0.3
  HDAC3 inhib = 10
  aSyn 5UTR inh = -84
  AI-2 QS modul = 18
> CC(C)C(Nc1ccc(C(F)(F)F)cc1[N+](=O)[O-])C(=O)O (stereo not drawn)
  HSF1 inh = -1
  Platelet DG rel = 8
  HSF-1 act = 1
  HSP90 refold inh = 1
  IEC-6 tox = -1
  KLF5 inh = -1
  HIF act = 0.1
  HDAC3 inhib = 8
  aSyn 5UTR inh = -10
  AI-2 QS modul = 4

# Next section:
Compound	HSF1 inh	Platelet DG rel	HSF-1 act	HSP90 refold inh	IEC-6 tox	KLF5 inh	HIF act	HDAC3 inhib	aSyn 5UTR inh	AI-2 QS modul
O=C(C1COc2ccccc2O1)N1CCOCC1 (stereo not drawn)	3	-30	2	2	6	-1	-0.1	1	20	8
O=C(CN1C(=O)c2ccccc2C1=O)N1CCN(c2ccccc2)CC1	8	12	14	0	-1	-9	-0.6	5	-19	11
CC1(C(=O)N/N=C/c2cc3c(cc2Br)OCO3)CC1(Br)Br (stereo not drawn)	0	3	3	-3	8	-6	-0.9	-2	5	53
O=C(CCc1ccccc1)NC(=S)Nc1ccc2c(c1)C(=O)OC2	-5	0	13	-2	-2	-16	0.7	-2	21	-12
CCOc1ccc(C(=O)NC(=S)Nc2ccccn2)cc1[N+](=O)[O-]	6	-8	9	1	1	3	0.9	3	-104	-3
CCOC(=O)C(=CNc1ccc(Oc2cncc(Cl)c2)nc1)C(=O)OCC	-6	-6	-16	-1	7	-9	0.6	0	18	10
O=C(Nc1ccc(Cl)cc1)N(CCCN1CCOCC1)Cc1cccs1	3	-12	6	3	-4	-52	0.1	-2	13	9
O=C1CC(c2cccc(Br)c2)C2=C(CCCC2=O)N1 (stereo not drawn)	8	12	18	5	3	-1	-0.7	1	-4	14
Cc1cc(Cl)ccc1OCc1nnc2n1CCCCC2	-6	-13	-3	-2	2	-2	0.3	3	-14	35
CCCSc1cc(=O)n(-c2ccc(F)cc2)nc1C(=O)OCC	-6	0	-13	-1	4	6	0.7	10	-3	34
CC(=O)Nc1ccc(NC(=O)c2nc(S(=O)(=O)Cc3ccccc3)ncc2Cl)cc1	-94*	-7	-94	0	26*	19	-4.0	1	2	-8
Cc1cc(C)n(-c2ncnc3sc4c(c23)CCCC4)n1	-4	-1	-6	1	0	-18	0.1	-1	-7	27
CCC1CCCCN1S(=O)(=O)c1ccc(C(=O)Nc2nnc(C3CC3)o2)cc1 (stereo not drawn)	-8	0	8	6	9	32	-0.4	-2	39	63
O=C1CCC/C(=N/Nc2ccc(Cl)cc2)C1	x	-4	x	-3	-3	-22	0.9	-1	-57	24
Cc1ccc(S(=O)(=O)N2CCCCC2)cc1NC(=O)c1ccc2c(c1)OCO2	26	-7	69*	-2	5	-13	-0.3	-5	23	5
CN(CC(=O)Nc1ccccc1Cl)C(=O)Cn1nnc(-c2ccc(F)cc2)n1	-3	-5	-5	x	x	x	-0.3	1	3	34
O=C(CC1SC(=O)N(c2ccccc2)C1=O)Nc1ccccc1 (stereo not drawn)	17	0	26	1	4	-32	3.1	19	-25	23
CC(C)(O)C#Cc1ccc(C(=O)NCc2cccs2)s1	3	-3	18	3	6	-21	1.7	0	-33	6
COc1ccccc1NC(=O)c1ccc(-c2ccc(Br)cc2)o1	3	8	6	1	1	18	4.5	3	-20	22
CCCCCCC1/C(=N/O)CCC1C(=O)OC (stereo not drawn)	11	-12	7	0	2	-9	-0.1	1	10	9
CCN1CCN(c2ccc(NC(=O)c3ccc4c(c3)[nH]c(=O)n4Cc3ccc(F)cc3)cc2)CC1	1	-12	-14	-2	1	-9	1.9	3	-68	13
COc1ccc(CN2C(=O)C(C)Oc3ccccc32)cc1 (stereo not drawn)	6	5	4	-1	-2	-31	-1.4	-4	11	17
COc1ccc(C)cc1S(=O)(=O)N(C)CC(=O)NC1CC1	-8	5	6	2	5	-18	-0.6	3	25	x
COc1cc(CNC(=O)C2CCC(=O)N(C3CCCCCC3)C2)cc(OC)c1 (stereo not drawn)	0	2	8	-6	-2	-15	0.3	-7	-19	8
CN(Cc1nnc(-c2ccc(F)cc2)o1)c1ccccc1	13	17	60*	5	2	-38	-1.2	1	-42	-2
